Screening data as filed in PubChem.
All columns: NCI-60 one-dose screen, growth in % after 48 h at 10 µM unless noted; 100 = growth as untreated, 0 = no growth, -100 = all killed.
UACC-62 – UACC-62 melanoma. AID 1794756. hit rate 5.4% among 81,000
UACC-257 – UACC-257 melanoma; hit rate 4.4% among 78,000
SK-MEL-2 – SK-MEL-2 melanoma; hit rate 4.7% among 77,000
M14 – M14 melanoma. hit rate 6.2% among 80,000. AID 1794745
MALME-3M – MALME-3M melanoma. hit rate 5.8% among 78,000
A549/ATCC – A549/ATCC NSCLC | hit rate 3.7% among 81,000 | AID 1794740
SK-MEL-5 – SK-MEL-5 melanoma; hit rate 6.4% among 80,000; AID 1794755
EKVX – EKVX NSCLC | hit rate 3% among 71,000
The depositor's hits bear a star; . = no result given; & = joins results of further samples; ! = not active in a repeat; [ ] = dose if it differs, or a comment. Rule for the calls: active = growth percent below 10; inactive = the rest.

SMILES	UACC-62	UACC-257	SK-MEL-2	M14	MALME-3M	A549/ATCC	SK-MEL-5	EKVX
COc1ccc2[nH]cc(-c3nc(N)nnc3-c3cn(C)c4ccc(OC)cc34)c2c1	60	85	80	69	81	78	66	85
CC(/C=C/c1ccc(Cl)cc1)=N\OCC(=O)NC(C)C	100	105	.	100	90	96	101	.
CC(=O)OCC1=CC2OC(=O)C3=COC(OC4OC(CO)C(O)C(O)C4O)C1C32 (stereo not drawn)	102	102	138	.	96	138	104	101
COc1cccc(Nc2ncnn3ccc(CN4CC[C@@H](N)[C@H](O)C4)c23)c1	93	76	.	96	86	12	76	24
C/C(=N\O)c1ccc(N2C(=O)c3cccc4cccc(c34)C2=O)cc1	90	108	107	100	95	106	100	89
CC12CC3CC(C)(C1)CC(N)(C3)C2	109	106	107	102	95	97	100	105
CCCCCCCCCCCCCCCCCCN	96	90	95	94	86	89	105	93
CNC(=O)c1ccc(Nc2ncc(C(F)(F)F)c(NCc3nccnc3N(C)S(C)(=O)=O)n2)cc1	-70*	-21*	.	8.0*	-1.9*	-14*	-50*	-4.5*
O=C(Nc1nc2ccc(C(=O)N3CCN(C(c4ccccc4)c4ccccc4)CC3)cc2s1)c1ccc(NCCc2ccccc2)c([N+](=O)[O-])c1	69	97	91	102	97	89	96	93
CC1(C)CNc2cc(NC(=O)c3cccnc3NCc3ccncc3)ccc21	80	77	.	88	86	78	93	98
[2H]c1nc(Nc2ncc(F)c(-c3cc(F)c4nc(C)n(C(C)C)c4c3)n2)c([2H])c([2H])c1CN1CCN(C([2H])([2H])C([2H])([2H])[2H])CC1	73	52	50	48	80	39	42	52
O[C@@H]1Cc2cc(Br)c3ccccc3c2N[C@H](c2ccccc2Cl)C1	74	103	.	91	105	81	76	85
C/C=C(\C(=C\C)c1ccc(OC(C)=O)cc1)c1ccc(OC(C)=O)cc1	77	99	92	85	94	100	81	93
Cc1cccc(-c2nn3c(c2-c2ccnc4ccc(C(N)=O)cc24)CCC3)n1	119	130	.	119	130	100	109	109
CNCCCN1c2ccccc2CCc2ccccc21	86	99	113	96	91	.	74	82
CN(C)CCCC1(c2ccc(F)cc2)OCc2cc(C#N)ccc21 (stereo not drawn)	105	110	121	109	98	97	.	92
CCOC(=O)[C@H](CCc1ccccc1)N[C@@H](C)C(=O)N1Cc2ccccc2C[C@H]1C(=O)O	99	103	101	106	105	102	99	97
Cc1ccc(N(CC2=NCCN2)c2cccc(O)c2)cc1	105	103	107	103	90	99	99	90
CCn1c(-c2nonc2N)nc2c(C#CC(C)(C)O)ncc(OC[C@H]3CCCNC3)c21	80	130	.	71	84	88	92	92
Cn1nccc1Nc1nccc(-c2ccn([C@H](CO)c3ccc(Cl)c(F)c3)c(=O)c2)n1	9.9*	1.1*	.	24	0.8*	72	71	93
CCNC(=O)Nc1ccc(-c2nc3c(c(N4CCOC[C@@H]4C)n2)CCN(C2COC2)C3)cc1	-20*	-27*!	42	8.1*!	-11*	2.2*!	-26*!	17&47
CCN(CC)CC(O)CNc1c2ccc([N+](=O)[O-])cc2nc2cc(OC)c(OC)cc12 (stereo not drawn)	-78*	-33*	-49*	-57*	-82*	-22*	-78*	-27*
CCCCNc1ccc(C(=O)OCCOCCOCCOCCOCCOCCOCCOCCOCCOC)cc1	98	96	123	97	108	102	107	86
O=C(Nc1ccc(OCc2cccc(Cl)c2)cc1)c1ccc2nc(NS(=O)(=O)c3ccc4ccccc4c3)sc2c1	71	85	91	95	87	92	92	87
O=c1oc2c(O)c(O)cc3c(=O)oc4c(O)c(O)cc1c4c23	85&92	97&101	93&118	67&84	95&89	91&98	97&100	99&103
O=C(Nc1ccc(OCc2cccc(F)c2)cc1)c1ccc2nc(NS(=O)(=O)c3ccc4ccccc4c3)sc2c1	87	94	102	101	94	96	96	103
N#Cc1ccc(C(c2ccc(C#N)cc2)n2cncn2)cc1	108	108	.	104	103	102	107	101
CC(C)COC(=O)c1ccc(N)cc1	104&87	100&92	110&109	104&105	107	99&88	106&97	93
Cc1cc2c(F)c(Oc3ncnn4cc(OC[C@@H](C)OC(=O)[C@H](C)N)c(C)c34)ccc2[nH]1	2.7*	-16*	.	16	11	36	43	61
Cn1cc(-c2nnc(-c3cn(C)c4ncc(Br)cc34)o2)c2cc(F)ccc21	94	101	106	99	95	99	97	78
Cc1ccc(S(=O)(=O)NC(=O)NC2CCCCC2)cc1	113	98	113	114	.	102	111	98
C[C@H]1Oc2cc(cnc2N)-c2c(nn(C)c2C#N)CN(C)C(=O)c2ccc(F)cc21	71	59	.	72	96	66	99	83
C=CC1CN2CCC1CC2C(O)c1ccnc2ccc(OC)cc12 (stereo not drawn)	.	.	2.1*	.	96	.	.	.
CCCCCCCCCC(=O)OC	107	102	98	100	88	104	100	95
Cc1c(CN2CCN(C(=O)[C@H](C)O)CC2)sc2c(N3CCOCC3)nc(-c3cnc(N)nc3)nc12	-63*	-34*	.	-21*	-52*	-21*	-36*	1.8*
Cc1ccc(=O)n(-c2ccccc2)c1	94	101	95	101	126	95	98	106
COc1cccc2cc(-c3nc(C4CCC(C(=O)O)CC4)n4ncnc(N)c34)[nH]c12 (stereo not drawn)	-32*	-23*	.	4.3*	-12*	5.3*	-29*	12
Oc1ccc(C2CNCCc3c2cc(O)c(O)c3Cl)cc1 (stereo not drawn)	102	106	.	100	115	106	106	109
COc1ccc2c(c1)c(C(=O)c1nc(-c3cn(C)c4ccc(OC)cc34)no1)cn2C	82	89	86	81	78	84	85	99
Cc1cn(C2CC(O)C(CO)O2)c(=O)[nH]c1=O (stereo not drawn)	96	96	114	112	151	96	100[100 µM]	107[100 µM]
CCCOC(=O)c1ccc(N)cc1	91	114	87	113	127	106	104	105
NC(N)=O	.	112	114	109	106	106	104	100
CC1=CC[C@@H]2C(C)(C)C(=O)CC[C@@]2(C)[C@@H]1COc1ccc2ccc(=O)oc2c1	42	91	77	89	78	62	26	71
Cn1cc(-c2nnc(N)nc2-c2cn(C)c3ccccc23)c2ccccc21	91	105	102	99	107	95	97	98
NC(=O)C1(N2CCCCC2)CCN(CCCC(=O)c2ccc(F)cc2)CC1	29	47	14	45	57	79	4.4*	59

Another view of some results above.
Below each compound: UACC-62, UACC-257, SK-MEL-2, M14, MALME-3M, A549/ATCC, SK-MEL-5, EKVX
- CCCCCCCCCC(=O)OC
    107, 102, 98, 100, 88, 104, 100, 95
- Cc1c(CN2CCN(C(=O)[C@H](C)O)CC2)sc2c(N3CCOCC3)nc(-c3cnc(N)nc3)nc12
    -63*, -34*, ., -21*, -52*, -21*, -36*, 1.8*

Additional entries.
SMILES	UACC-62	UACC-257	SK-MEL-2	M14	MALME-3M	A549/ATCC	SK-MEL-5	EKVX
CCOC(N)=O	103	107	104	106	95	96	.	97
COc1cccc(NC(=O)Nc2ccc3nc(NS(=O)(=O)c4ccc5ccccc5c4)sc3c2)c1	98	99	100	111	95	102	96	85
C#Cc1cccc(Nc2ncnc3cc(OC)c(OCCCCCCC(=O)NO)cc23)c1	-78*	-47*	.	2.7*	2.2*	-33*	-91*	25
[2H]c1nc(Nc2ncc3cc(C(=O)N(C)C)n(C4CCCC4)c3n2)c([2H])c([2H])c1N1CCNCC1	73	88	87	79	55	63	67	74

Filtered by structure, those above containing a carbonyl joined to an NH by a bond outside any ring (14)
SMILES	UACC-62	UACC-257	SK-MEL-2	M14	MALME-3M	A549/ATCC	SK-MEL-5	EKVX
CC(/C=C/c1ccc(Cl)cc1)=N\OCC(=O)NC(C)C	100	105	.	100	90	96	101	.
CNC(=O)c1ccc(Nc2ncc(C(F)(F)F)c(NCc3nccnc3N(C)S(C)(=O)=O)n2)cc1	-70*	-21*	.	8.0*	-1.9*	-14*	-50*	-4.5*
O=C(Nc1nc2ccc(C(=O)N3CCN(C(c4ccccc4)c4ccccc4)CC3)cc2s1)c1ccc(NCCc2ccccc2)c([N+](=O)[O-])c1	69	97	91	102	97	89	96	93
CC1(C)CNc2cc(NC(=O)c3cccnc3NCc3ccncc3)ccc21	80	77	.	88	86	78	93	98
Cc1cccc(-c2nn3c(c2-c2ccnc4ccc(C(N)=O)cc24)CCC3)n1	119	130	.	119	130	100	109	109
CCNC(=O)Nc1ccc(-c2nc3c(c(N4CCOC[C@@H]4C)n2)CCN(C2COC2)C3)cc1	-20*	-27*!	42	8.1*!	-11*	2.2*!	-26*!	17&47
O=C(Nc1ccc(OCc2cccc(Cl)c2)cc1)c1ccc2nc(NS(=O)(=O)c3ccc4ccccc4c3)sc2c1	71	85	91	95	87	92	92	87
O=C(Nc1ccc(OCc2cccc(F)c2)cc1)c1ccc2nc(NS(=O)(=O)c3ccc4ccccc4c3)sc2c1	87	94	102	101	94	96	96	103
Cc1ccc(S(=O)(=O)NC(=O)NC2CCCCC2)cc1	113	98	113	114	.	102	111	98
NC(N)=O	.	112	114	109	106	106	104	100
NC(=O)C1(N2CCCCC2)CCN(CCCC(=O)c2ccc(F)cc2)CC1	29	47	14	45	57	79	4.4*	59
CCOC(N)=O	103	107	104	106	95	96	.	97
COc1cccc(NC(=O)Nc2ccc3nc(NS(=O)(=O)c4ccc5ccccc5c4)sc3c2)c1	98	99	100	111	95	102	96	85
C#Cc1cccc(Nc2ncnc3cc(OC)c(OCCCCCCC(=O)NO)cc23)c1	-78*	-47*	.	2.7*	2.2*	-33*	-91*	25

This is a subset; count on the stated rates, not on these rows.
